# Assay outcomes (PubChem BioAssay)
# Keap1 Nrf2 FP: Keap1-Nrf2 protein-protein interaction inhibitors, primary screen, biochemical, fluorescence polarization, single point. inhibition, % at 9.4 µM. Kelch-like ECH-associated protein 1 (Homo sapiens), Q14145. 340,000 compounds, 0.15% hits. Keap1 Kelch-Nrf2 peptide fluorescence polarization, 1536-well; in the data active = inhibition above about 12%;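 note: human Keap1 Kelch domain with fluorescein labeled Nrf2 9mer peptide probe; 0% = neutral control wells and 100% = peptide positive control; higher means more block of Keap1 binding to Nrf2 peptide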
# Target sequence (Q14145 whole entry, looked up, the tested form may be a part): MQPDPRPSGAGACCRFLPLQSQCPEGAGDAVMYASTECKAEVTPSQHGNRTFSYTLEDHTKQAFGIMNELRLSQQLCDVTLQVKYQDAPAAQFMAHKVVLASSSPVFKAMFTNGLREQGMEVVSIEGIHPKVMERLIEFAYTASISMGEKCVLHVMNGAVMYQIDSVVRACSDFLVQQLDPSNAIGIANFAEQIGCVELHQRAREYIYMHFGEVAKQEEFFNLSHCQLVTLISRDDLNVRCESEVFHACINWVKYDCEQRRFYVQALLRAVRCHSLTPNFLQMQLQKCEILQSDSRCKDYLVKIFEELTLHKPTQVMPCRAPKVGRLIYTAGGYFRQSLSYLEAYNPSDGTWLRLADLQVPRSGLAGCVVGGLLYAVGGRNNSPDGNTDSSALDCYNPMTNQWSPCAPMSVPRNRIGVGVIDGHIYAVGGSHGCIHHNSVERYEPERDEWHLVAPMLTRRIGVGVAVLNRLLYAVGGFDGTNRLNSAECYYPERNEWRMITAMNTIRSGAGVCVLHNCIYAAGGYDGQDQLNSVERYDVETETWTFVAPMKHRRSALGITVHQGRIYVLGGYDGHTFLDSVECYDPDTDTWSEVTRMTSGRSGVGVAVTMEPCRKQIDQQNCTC
# HTR5A inv ag: HTR5A inverse agonists in luminescence cell assay, primary screen, counter-screen for OPRM1-OPRD1 heterodimer inverse agonist project, full-deck HTS; HTR5A cell line, inverse agonism; inhibition, % at 9.3 µM; 340,000 compounds, 0.083% hits; AID 504634, 2011; in the data active = inhibition mostly above about 23%, no sharp cut-off; inactive = mostly below about 18%;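 note: 0% = cells with DMSO and 100% = no-cell wells with DMSO; some compounds called inactive have numbers as strong as hits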
# Target sequence (P47898 whole entry, looked up): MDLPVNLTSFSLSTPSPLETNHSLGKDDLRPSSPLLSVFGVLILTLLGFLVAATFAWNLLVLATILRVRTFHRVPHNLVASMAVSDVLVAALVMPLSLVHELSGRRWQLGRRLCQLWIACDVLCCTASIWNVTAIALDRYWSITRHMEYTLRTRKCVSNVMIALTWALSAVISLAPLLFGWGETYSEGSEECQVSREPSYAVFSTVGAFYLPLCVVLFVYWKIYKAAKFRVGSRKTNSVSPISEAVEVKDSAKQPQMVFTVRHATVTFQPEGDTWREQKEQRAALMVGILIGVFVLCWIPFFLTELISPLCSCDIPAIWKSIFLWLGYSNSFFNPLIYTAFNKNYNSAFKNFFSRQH
# OPRM1-OPRD1 inv: inverse agonists of MOR-DOR heterodimerization, primary screen, cell-based, luminescence | Mu-type opioid receptor (Homo sapiens) + Delta-type opioid receptor (Homo sapiens), … | cell-based MOR-DOR heterodimer luminescence, inverse agonism | inhibition, % at 9.3 µM | 340,000 compounds, 0.21% hits | AID 504357, 2011; in the data active = inhibition above about 22%, passing the limit was not always enough;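 note: 0% = cells with DMSO and 100% = wells without cells with DMSO; values of inactives mirror those of a sister screen read the other way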
# HTR5A ag: HTR5A agonists in luminescence cell assay, primary screen, counter-screen for OPRM1-OPRD1 heterodimer agonist project, full-deck HTS; 5-hydroxytryptamine receptor 5A (Homo sapiens), P47898; cell-based; activation, % at 9.3 µM; 340,000 compounds, 0.61% hits; AID 504692, 2011; in the data active = activation mostly above about 9.5%, no sharp cut-off; inactive = mostly below about 7.6%;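 note: 0% = cells with vehicle only and 100% = reference agonist; strong numbers were not always called active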
# RTF Ca sens inh: cardiac RTF calcium sensitivity inhibitors, primary screen, biochemical, IANBD-TnC fluorescence, EC70 calcium; Troponin I, cardiac muscle (Homo sapiens) + Troponin T, cardiac muscle (Homo sapiens) + …; 340,000 compounds, 0.12% hits; IANBD-labeled cardiac RTF, Ca2+ fluorescence; inhibition, % at 7.15 µM;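 active = inhibition above the mean inhibition of all tested compounds plus 3 SD, cut at about 17% in these data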;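 note: assay run at fixed EC70 calcium of 1.6 mM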
# OPRM1-OPRD1 ag: agonists of OPRM1-OPRD1 heterodimerization, primary screen, cell-based, luminescence. Mu-type opioid receptor (Homo sapiens) + Delta-type opioid receptor (Homo sapiens), …. cells. activation, % at 9.3 µM. 340,000 compounds, 0.3% hits. AID 504326, 2011; in the data active = activation above about 18%;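 note: 0% = vehicle-treated cells and 100% = reference agonist; values of inactives mirror those of a sister screen read the other way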
# LANA DNA inh: inhibitors of KSHV C-LANA binding to DNA, primary screen, biochemical, fluorescence polarization, FAM-LBS DNA, MBP-C-LANA, single point; Kaposi's sarcoma herpesvirus LANA C-terminal domain (residues 932-1162) DNA binding; inhibition, % at 9 µM; 340,000 compounds, 0.078% hits;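 active = highest replicate inhibition at or above 60% at 9 µM, even if other replicates fall short; inactive = all replicates below 60% inhibition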;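 note: 0% = neutral control wells and 100% = 4 µM acridine orange control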
# V-ATPase pHluor: regulators of yeast V-ATPase proton pumping, primary screen, pHLuorin cytosolic pH fluorescence; S. cerevisiae; response, % at 10 µM; 350,000 compounds, 0.37% hits; AID 504577, 2011; in the data active = response mostly above about 7.3%, no sharp cut-off; inactive = mostly below about 5.4%; note: actives read high; inactives centre near 0; some compounds called inactive have numbers as strong as hits; reference of the scale not given here
# cardiac RTF act: cardiac RTF calcium sensitivity activators, primary screen, biochemical, IANBD-TnC fluorescence, EC20 calcium. 340,000 compounds, 0.24% hits. IANBD-labeled TnC RTF fluorescence at EC20 calcium; 0% EC20 calcium, 100% full calcium. activation, % at 7.2 µM. Troponin I, cardiac muscle (Homo sapiens) + Troponin T, cardiac muscle (Homo sapiens) + …;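 active = activation above the mean over all tested compounds plus 3 SD, cut at about 30% in these data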;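 note: rise in fluorescence read as greater calcium sensitivity of cardiac thin filaments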
# CAL-PDZ inh HTS: untagged CAL PDZ binding inhibitors, primary screen, biochemical, fluorescence polarization, HTS | 300,000 compounds, 0.92% hits | Golgi-associated PDZ and coiled-coil motif-containing protein (Homo sapiens), Q9HD26 | purified CAL PDZ, TMR-peptide fluorescence polarization, 1 h | inhibition, % at 24.9 µM | AID 602252, 2012;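 active = mean inhibition of at least 30% with at least half of replicates also reaching 30%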;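 note: 0% = DMSO neutral control and 100% = excess unlabeled competitor peptide PRC23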
# An asterisk follows results filed as active; . = not tested or not shown; & = joins results of further samples. Rows were taken by chance; 2.8% or so of the library scored in one or more.
compound	Keap1 Nrf2 FP	HTR5A inv ag	OPRM1-OPRD1 inv	HTR5A ag	RTF Ca sens inh	OPRM1-OPRD1 ag	LANA DNA inh	V-ATPase pHluor	cardiac RTF act	CAL-PDZ inh HTS
O=C(CN1CCN(c2ccccn2)CC1)NC(=O)NC1CCCCC1	-1	-9	2	4	-1	-0.6	7.4	-3	-4	-1
O=C(Nc1cccc(NC(=O)c2ncn[nH]2)c1)c1cccc(Cl)c1	-5	-2	-4	1	-7	0.9	-0.1	-1	-1	-4
Cc1nc2sc(C(c3ccco3)N3CC(C)OC(C)C3)c(O)n2n1 (configuration not stated)	-2	15	14	-2	1	-2.4	-2.6	0	8	-6
Cc1cc([N+](=O)[O-])nn1CCCC(=O)Nc1ccc2c(c1)OCO2	2	21	6	2	-3	-1.1	-0.7	-2	-1	.
C/C(=N/NC(=O)COc1ccc(C(C)(C)C)cc1)c1ccc(N2CCOCC2)cc1	-4	-10	-17	2	1	3.5	0.5	-3	1	-10
Cc1c(C(=O)C(=O)NCc2ccco2)c2ccccc2n1C	-4	-8	14	3	3	-2.9	0.7	-1	3	56*
Cc1cc(C)n(CCN(C)C(=O)C2CCC(=O)N(CCc3cccc(F)c3)C2)n1 (configuration not stated)	-1	1	16	0	-3	-3.3	1.9	0	-2	-2
COc1ccc(/C=C(\NC(=O)c2ccco2)C(=O)N2CCCCC2)cc1	-4	-9	6	3	-6	-0.8	1.7	8	-4	.
COc1ccc(-c2nc3ccccc3c(=O)n2CCOc2c(C)cccc2C)cc1	4	8	10	-3	-6	-2.1	1.7	-3	-1	0
CC12C=CC(=O)C=C1CCC1C2CCC2(C)C(C(=O)CO)CCC12 (configuration not stated)	2	4	13	-1	-3	-2.6	0.8	3	-8	-5
O=C(N/N=C/c1ccc([N+](=O)[O-])o1)c1cccc(S(=O)(=O)N2CCOCC2)c1	-4	-6	-31	2	7	6.0	0.3	4	0	-4
CN(c1ccccc1)S(=O)(=O)c1cccc(C(=O)NCCc2ccc(O)c(O)c2)c1	0	4	9	1	5	-1.9	0.4	0	-5	1
Cn1c(=O)c2c(nc3n2CC(COc2ccccc2)O3)n(C)c1=O (configuration not stated)	-2	-4	1	1	0	-0.2	0.7	-2	-1	-4
CCOC(=O)c1c(CN2CCCCC2)oc2ccc(OC)cc12	1&-3	-9&-1	-22&-50	-2&0	1&0	4.8&8.4	1.0&-1.0	0&-2	-1&-3	.
O=C(Nn1c(=O)[nH]c2ccccc2c1=O)c1ccco1	-3	11	21	-4	-3	-4.8	-0.2	-3	4	-1
NC(=O)c1ccsc1NC(=O)COC(=O)[C@@H]1CCCN1C(=O)c1cccs1	-1	-1	15	0	-3	-3.1	1.8	4	-4	-3
CCC(=O)c1ccc(OCCn2cnc3ccccc32)cc1	-1	-55	7	2	-7	-1.5	-0.5	1	1	2
Cc1ccc(NC(C)C(=O)N/N=C/c2ccc([N+](=O)[O-])s2)cc1 (configuration not stated)	-2	2	-42	-1	-9	8.2	-0.4	-2	9	-2
O=C(N/N=C/c1ccc2cccnc2c1)c1ccco1	-5	-5	0	2	-1	0.0	1.2	2	2	4
CC(C)CC(NC(=O)C1CCC(C)CC1)C(=O)NCc1ccccn1 (configuration not stated)	-4	-5	14	-4	-1	-2.6	0.2	-1	6	-22
CC(C)(C)c1ccc(C(=O)NCc2nnc(SCC(=O)NC3CCCCC3)o2)cc1	-4	-2	6	1	-4	-1.1	-0.9	1	-1	-3
COc1cc(NC(=O)c2ccccc2[N+](=O)[O-])ccc1NC(=O)C(C)C	-2	-20	5	2	-8	-0.9	1.1	-6	13	0
c1csc(-c2cn3c(n2)SCC3)c1	-6	-1	10	2	-23	-1.7	1.9	.	4	-3
Cn1c(C(=O)NCCN2CCOCC2)cc2c(=O)n3ccccc3nc21	-5	17	7	2	4	-1.3	-1.2	0	-6	-1
CCc1cc(Cn2nc(-c3ccccc3)cc2C(=O)O)on1	4	-10	18	7	3	-3.1	-0.9	-1	-7	-2
CCOCCCNC(=S)N(Cc1ccco1)Cc1cc2cc3c(cc2[nH]c1=O)OCCO3	-3	4	18	-2	1	-3.4	0.6	-1	0	3
COc1cccc(/C=N/Nc2cc(C)nc(-c3ccccc3O)n2)c1O	-2	20	-194	9	6	36*	0.7	1	-1	.
COC(=O)C(C)Sc1nnc(SC(C)C(=O)OC)s1 (configuration not stated)	-6	-13	12	-7	-14	-2.1	-0.1	-1	-4	6
CC1CCCN(Cc2c(O)ccc3c(=O)c(-c4nc5ccccc5s4)c(N)oc23)C1 (configuration not stated)	-1	-8	-16	5	6	2.7	-0.4	-3	-4	.
COc1ccc(NS(=O)(=O)c2cc(NC(=O)CC3CCCC3)ccc2N2CCOCC2)cc1	-3	-8	6	-2	-9	-1.2	0.1	1	-2	.
COc1ccccc1C(=O)NCC(=O)N/N=C/c1cc(Br)ccc1OC(=O)/C=C\c1ccco1	-4	4	-13	4	3	2.0	1.8	-3	-4	-1
CC1C(=O)C(C)(C)C(=O)OC1c1ccc([N+](=O)[O-])cc1 (configuration not stated)	9	5	4	-2	-7	-0.8	-1.9	2	-3	-2
COC(=O)c1cccc(NC(=O)CSc2nc(O)c(-c3ccccc3)c(=O)[nH]2)c1	-3	9	18	-3	-7	-3.5	4.8	1	1	-4
CCS(=O)(=O)N1CCN(c2c(Cl)cccc2[N+](=O)[O-])CC1	-4	-40	13	-1	-4	-2.2	-1.0	3	2	-3
O=C(Nc1ccc(Cl)cn1)c1ccc2ccccc2n1	-4	-13	6	3	6	-1.5	-0.1	-3	4	7
COc1cc(OC)c(OC)cc1CNCCNC(=O)c1nonc1N	-1	7	5	-1	-6	-0.9	-2.4	2	2	0
CC1(C(=O)OCC(=O)NCc2ccc(Cl)cc2)CC1(Cl)Cl (configuration not stated)	-1	12	-5	-3	4	1.0	-0.6	-4	3	.
Cc1ccc(C)c(N2CCN(C(=O)Cc3ccc(NC4=NC5CS(=O)(=O)CC5S4)cc3)CC2)c1 (configuration not stated)	-7	-9	1	3	0	-0.1	0.8	0	-1	-2
Cc1ccc(N(C(=O)Cc2cccs2)C(C(=O)NC2CCCC2)c2ccncc2)cc1 (configuration not stated)	-2	-11	17	11	2	-2.7	-1.2	-1	-4	-1
OCc1cc(CO)c(O)c(CCc2ccccc2)n1	-4	3	4	-2	-7	-0.8	0.0	-1	3	-5
N#Cc1cccc(NC(=O)CNc2cc(S(=O)(=O)N3CCOCC3)ccc2N2CCCC2)c1	2	-19	-5	-2	-9	0.8	1.6	-4	1	.
COc1ccc(CC2(CO)CCN(Cc3cccc(OC)c3OC)CC2)cc1	-3	13	1	-5	-10	-0.3	-0.4	15*	2	-3
O=C(N/C(=C/c1ccccc1Cl)C(=O)N1CCCCC1)c1ccco1	-3	-19	18	8	-1	-3.5	-0.8	0	-2	.
CC(NC(=O)CC(O)(C(F)(F)F)C(F)(F)F)c1ccccc1 (configuration not stated)	5	-30	-11	-6	-7	1.9	-1.3	.	-8	-4
COc1ccc(C(c2nnnn2C2CCCC2)N2CCN(C(=O)c3ccco3)CC2)cc1OC (configuration not stated)	-6	-8	-7	4	5	1.0	2.6	2	3	-3
COc1ccc(-c2nnc(SCC(=O)NC3CCCCC3)n2N)cc1	2	-9	6	4	-3	-1.2	-2.7	4	-9	0
COC(=O)c1cc(=O)n2c(sc3ccccc32)c1C#N	-1	0	6	-1	-3	-1.2	1.1	-1	5	-4
CCc1cccc(CC)c1N(COC)C(=O)Cn1ccccc1=N	2	-1	7	0	-9	-1.3	-0.1	-2	1	-4
CNCC(O)COc1ccccc1 (configuration not stated)	-6	5	19	-2	-9	-3.7	0.2	4	-1	-1
COc1ccc(NC(=O)C(OC(=O)Cn2cnc3c2c(=O)n(C)c(=O)n3C)c2ccccc2)cc1Cl (configuration not stated)	-1	-1	14	0	4	-2.6	0.2	2	-5	.
CCOC(=O)C1(O)CSc2nc3sc(C(=O)O)c(C)c3c(=O)n21 (configuration not stated)	-3	-10	-24	6	-1	4.3	-0.2	-3	-3	3
CC(C)(C)NC(=O)NC(=O)COC(=O)c1ccc(OC(F)F)cc1	-3	5	-1	1	5	0.2	-1.6	1	-12	-5
CCOc1ccccc1N(CC(=O)NC1CCCCC1)C(=O)CCC(=O)Nc1nccs1	-8	-33	3	2	1	-0.5	1.0	-2	5	-6
Oc1ccc(N=Cc2ccc(OCc3ccccc3)cc2)cc1	-1	-14	-50	5	-9	9.1	0.2	0	-3	.
O=C1C(N2CCOCC2)=C(n2nnc3ccccc32)C(=O)c2ccccc21	-6	24	-51	0	-2	8.6	-0.9	-3	-7	1
Cc1ccc(-n2c(SCC(=O)O)nc3sc4c(c3c2=O)C(C)CCC4)cc1 (configuration not stated)	-7	-14	2	4	-4	-0.4	-0.9	1	3	-7
COC(=O)C(C)Oc1ccc2c(c1)O/C(=C\c1ccco1)C2=O (configuration not stated)	0	-7	4	2	-3	-0.8	3.1	-3	-1	-6
COc1ccc(NC(=O)CN(C)C(=O)C2CC(=O)N(CCc3ccc(OC)c(OC)c3)C2)cc1 (configuration not stated)	-4	3	16	-1	-9	-3.1	-1.5	-3	-3	.
COc1cc(-c2nnn(CC#N)n2)ccc1OCc1ccccc1	-2	-33	-3	-2	1	0.6	0.5	8	0	-3
Cc1ccc(C(=O)N2CCN(c3ccccc3Cl)CC2)cc1[N+](=O)[O-]	-2	8	-22	0	0	4.0	0.9	-1	-3	-10

# Next section.
compound	Keap1 Nrf2 FP	HTR5A inv ag	OPRM1-OPRD1 inv	HTR5A ag	RTF Ca sens inh	OPRM1-OPRD1 ag	LANA DNA inh	V-ATPase pHluor	cardiac RTF act	CAL-PDZ inh HTS
CCOc1ccc(C(=O)NCC(=O)OCc2nnc(-c3ccccc3)o2)cc1OCC	-7	9	-39	-4	-12	10	-2.2	2	-2	-2
Cc1ccc(C(=O)OCC(=O)N2CC(C)OC(C)C2)cc1 (configuration not stated)	1	-9	13	5	-12	-1.9	-0.2	4	7	5
Cc1ccc(SCC(=O)OCC(=O)NCCc2ccccc2)cc1C	-6	-15	-9	5	-5	2.1	5.8	3	0	-2
CCOC(=O)CCNC(=O)N1CCCC(CNS(=O)(=O)Cc2ccccc2)C1 (configuration not stated)	4	5	12	-2	-1	-2.2	1.1	-2	-2	-2
COc1cc(C(=O)N(C)C2CCCCC2)ccc1OC1CCN(C(C)=O)CC1	-1	2	18	-2	3	-3.6	-0.6	2	-3	.
